Pol kappa inh – qHTS for Inhibitors of Polymerase Kappa | purified Pol kappa, fluorescent DNA synthesis assay, 10 min | Potency, µM (titrated, usually from 107 µM), for the others: at the top dose activity, negative = inhibition, hits mostly inhibitors | 400,000 tested, 0.53% active | AID 588579, 2011; also: % is scaled to controls: 0 for no effect and ±100 for the full control effect
Target sequence (Q9UBT6 whole entry, looked up): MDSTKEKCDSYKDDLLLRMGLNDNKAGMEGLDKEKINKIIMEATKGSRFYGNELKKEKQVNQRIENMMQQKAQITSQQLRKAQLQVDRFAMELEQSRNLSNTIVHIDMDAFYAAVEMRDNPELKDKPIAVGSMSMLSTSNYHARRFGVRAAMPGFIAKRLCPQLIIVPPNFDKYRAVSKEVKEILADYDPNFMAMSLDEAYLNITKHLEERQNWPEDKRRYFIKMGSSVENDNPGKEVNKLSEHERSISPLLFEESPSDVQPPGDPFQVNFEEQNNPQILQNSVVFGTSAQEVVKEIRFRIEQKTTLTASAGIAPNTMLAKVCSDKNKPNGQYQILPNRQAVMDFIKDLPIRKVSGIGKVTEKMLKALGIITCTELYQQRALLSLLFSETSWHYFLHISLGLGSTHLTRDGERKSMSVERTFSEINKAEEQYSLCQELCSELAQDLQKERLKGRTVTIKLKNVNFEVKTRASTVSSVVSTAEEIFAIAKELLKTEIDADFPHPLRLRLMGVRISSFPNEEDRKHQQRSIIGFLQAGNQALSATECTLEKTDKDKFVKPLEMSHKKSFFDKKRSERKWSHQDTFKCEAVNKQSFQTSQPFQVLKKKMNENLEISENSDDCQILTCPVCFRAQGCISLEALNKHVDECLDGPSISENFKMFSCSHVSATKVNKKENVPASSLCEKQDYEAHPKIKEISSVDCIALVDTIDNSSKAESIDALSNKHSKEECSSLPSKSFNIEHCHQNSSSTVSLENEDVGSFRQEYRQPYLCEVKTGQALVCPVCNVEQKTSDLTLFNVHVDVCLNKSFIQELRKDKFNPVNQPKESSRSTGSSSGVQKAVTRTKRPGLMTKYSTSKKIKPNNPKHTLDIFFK
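Pol kappa 10 nM + cpd, 15 min RT; start w/ substrate 50 nM final; fluorescence kinetic read, 0 and 10 min. Neg ctrl: buffer, no enzyme.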
Pol iota inh – qHTS for Inhibitors of Polymerase Iota; DNA polymerase iota (Homo sapiens), Q9UNA4; Pol iota fluorescent replication assay, 10 min; Potency, µM (doses to about 115 µM), without a hit: at the highest dose activity, negative = inhibition, usual class: inhibitors; 390,000 tested, 1% active
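Fluorescent replication assay read twice, at 0 min and 10 min after adding 50 nM (final) substrate. Enzyme (10 nM) and compounds were first incubated 15 min at room temperature; enzyme-free buffer wells were negative controls.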
G9a inh – qHTS Assay for Inhibitors of Histone Lysine Methyltransferase G9a; Histone-lysine N-methyltransferase EHMT2 (Homo sapiens), Q96KQ7; G9a H3K9 monomethylation, AlphaScreen, 2 h; Potency, µM (highest dose often 102 µM), inactives show at the top dose activity, negative = inhibition, most hits filed as inhibitors; 350,000 tested, 8.8% active; also: % is scaled to controls: 0 for no effect and ±100 for the full control effect; nearly all actives have a fitted effect of over 75% in size
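AlphaScreen read-out: biotin-H3K9 peptide (500 nM) methylation by 20 nM enzyme with 20 uM SAM, 2 h at room temperature after 15 min compound preincubation; anti-monomethyl H3K9 antibody plus donor/acceptor beads, 10 min dark.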
Pol beta inh – qHTS Assay for Inhibitors of DNA Polymerase Beta | 340,000 tested, 1.3% active | Pol beta primer extension/strand displacement, fluorescence kinetic | P06746 | Potency, µM (top dose mostly 114 µM), for inactives: top-dose activity change, negative = inhibition, usual class: inhibitors; also: % is scaled to controls: 0 for no effect and ±100 for the full control effect
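Human Pol beta at 10 nM; strand-displacement substrate 50 nM final. Compound exposure 15 min at room temperature before start, reaction 10 min at room temperature.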
Anesthetic bind – qHTS Assay for Identification of Novel General Anesthetics; Ferritin light chain (Equus caballus), P02791; apoferritin/1-aminoanthracene competitive binding, fluorescence; Potency, µM (titrated, usually from 77.5 µM), inactives show at the highest dose activity change, negative = displacement, hits mostly inhibitors; 350,000 tested, 0.074% active; also: % is scaled to controls: 0 for no effect and ±100 for the full control effect; nearly all actives have a fitted effect of over 20% in size
Target sequence (P02791 2-175 limits assumed): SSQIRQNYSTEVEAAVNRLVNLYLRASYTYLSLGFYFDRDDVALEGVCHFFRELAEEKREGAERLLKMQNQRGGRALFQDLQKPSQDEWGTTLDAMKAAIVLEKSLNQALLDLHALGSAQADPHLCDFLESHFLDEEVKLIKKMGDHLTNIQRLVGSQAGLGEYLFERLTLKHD
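Steps: apoferritin (10 uM) was premixed with half-saturated 1-AMA in PBS, compounds were pin-transferred, plates stood 10 min at room temperature, fluorescence was read at 380/535 nm, and curves were fitted with a Hill equation.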
BLM helicase inh – qHTS Assay for Inhibitors of Bloom's syndrome helicase (BLM); Potency, µM (series often up to 56.1 µM), for inactives: at the highest dose activity change, negative = inhibition, usual class: inhibitors; recombinant BLM DNA unwinding, fluorescence dequenching; AID 2528, 2010; RecQ-like DNA helicase BLM (Homo sapiens), P54132; 350,000 tested, 0.2% active;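 also: plate controls were vehicle for no effect and no enzyme for full effect; nearly all actives have a fitted effect of over 35% in size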
BAZ2B block – qHTS Assay for Inhibitors of BAZ2B; AlphaScreen BAZ2B-H3K14Ac peptide displacement; Bromodomain adjacent to zinc finger domain protein 2B (Homo sapiens), Q9UIF8; Potency, µM (highest dose often 114 µM), for inactives: top-dose activity change, negative = inhibition, most hits filed as inhibitors; 360,000 tested, 4.4% active; also: % is scaled to controls: 0 for no effect and ±100 for the full control effect; nearly all actives have a fitted effect of over 60% in size
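Multi-concentration screen (max 110 uM) measuring displacement of acetylated histone H3 peptide from BAZ2B by AlphaScreen, using 50 nM protein, 50 nM peptide and 10 ug/mL streptavidin donor plus Ni-chelate acceptor beads.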
APE1 inh – qHTS Assay for Inhibitors of the Human Apurinic/apyrimidinic Endonuclease 1 (APE1) | DNA repair nuclease/redox regulator APEX1 (Homo sapiens), P27695 | recombinant APE1, TAMRA/BHQ-2 abasic DNA cleavage fluorescence | Potency, µM (series often up to 65.8 µM), for inactives: at the highest dose activity change, negative = inhibition, usual class: inhibitors | 350,000 tested, 0.35% active | AID 2517, 2012;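 also: plate controls were vehicle for no effect and reference inhibitor for full effect; nearly all actives have a fitted effect of over 55% in size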
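APE1 at 0.75 nM preincubated 15 min at room temperature with compound. Reaction then started with 50 nM double-stranded THF-abasic substrate labelled with TAMRA/BHQ-2, and 525/598 nm fluorescence read kinetically. Activity taken as third-minus-first read difference, normalized to DMSO and NSC13755 controls.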
POLH inh – qHTS for Inhibitors of Polymerase Eta | recombinant Pol eta, fluorescent DNA replication assay | Potency, µM (doses to about 114 µM), without a hit: top-dose activity change, negative = inhibition, actives largely listed as inhibitors | 390,000 tested, 1.2% active | AID 588591, 2011; also: % is scaled to controls: 0 for no effect and ±100 for the full control effect
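Pol eta at 10 nM preincubated with compounds 15 min at room temperature; reaction started with fluorescent substrate (50 nM final) and read kinetically at 0 and 10 min.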
* hit, by the source's call; u = inconclusive; x = no result given; & = joins results of further samples; [ ] = another dose, or the depositor's remark. Calls follow the shape of the dose curve; as a rule, active = well fitted curve in the direction sought with a large enough effect; inconclusive = small, poorly fitted or top-dose-only effect, or another doubt; inactive = no such curve, though single readings can be large; an effect the other way counts as inactive or inconclusive. Potency is read from the fitted curve at half-maximal effect. An excerpt (hit frequency here may not be typical).

1	CN1OC(COC(=O)c2ccc(Cl)cc2)CC1c1ccccc1 (stereo unspecified)
2	NC(=O)c1ccccc1NC(=O)c1ccccc1Cl
3	CCCCc1ccc(S(N)(=O)=O)cc1
4	CC(C)(C)c1nc(SCC(=O)Nc2ccc3c(c2)OCCO3)c2ccccc2n1
5	Cc1ccc2oc(=O)c3cc(C(=O)NCCCN4CCN(C)CC4)sc3c2c1
6	Cc1ccc(S(=O)(=O)N2C[C@@H]3[C@H]4CC[C@H](C4)[C@@H]3[C@@H](C)[C@@H]2C2CCCCC2=O)cc1 (stereo partly specified)

Assay by compound	1	2	3	4	5	6
Pol kappa inh	1%	-1%	-5%	-9%	1%	-9%
Pol iota inh	3%	u	-10%	-1%	23%	-20%
G9a inh	10%[59 µM]	36%	3%	65%[activator][59 µM]	-21%	x
Pol beta inh	u	28%	17%	28%	18%	x
Anesthetic bind	-11%	4%	-15%	-12%	2%	x
BLM helicase inh	-6%	-3%	-6%	-5%	143%[activator]	x
BAZ2B block	58%[activator]	1%	4%	-28%	-22%	x
APE1 inh	2%	-6%	2%	-3%	-5%	-4%
POLH inh	-10%	-6%	0%	-4%	6%	-21%

7	CCOc1ccc2nc(N3CCCC(C(=O)Nc4cccc(Cl)c4C)C3)sc2c1 (stereo unspecified)
8	N#Cc1c(NC(=O)c2ccc(-c3ccccc3[N+](=O)[O-])o2)sc2c1CCCC2
9	C/C(=N\NC(=O)c1ccc(Cl)c(Cl)c1)c1ccccn1
10	CCc1ccc(OCC(=O)NNC(=O)CSc2nnc(-c3ccc(C)cc3)n2C)cc1
11	O=C(Cn1cnc([N+](=O)[O-])n1)c1ccc(O)c(O)c1
12	O=C(Nc1ccc(S(=O)(=O)N2CCOCC2)cc1)C1COc2ccccc2O1 (stereo unspecified)

Assay by compound	7	8	9	10	11	12
Pol kappa inh	4%	-16%	-5%	1%	u	1%
Pol iota inh	9%	u	-2%	8%	7.1µM*	u
G9a inh	-3%[59 µM]	-5%[0.0925 µM]	-9%	-18%	8.9µM*	0%[59 µM]
Pol beta inh	13%	-16%	-10%	1%	u	3%
Anesthetic bind	-9%	-22%	0%	1%	-13%	u
BLM helicase inh	-3%	-11%	-5%	4%	-7%	-4%
BAZ2B block	-17%	u	7.9µM*	27%	79µM*	x
APE1 inh	x	12%	-1%	2%	-15%	2%
POLH inh	-20%	10%	-9%	-14%	u	-13%

The list goes on; the last 2 above are carried over.
11	O=C(Cn1cnc([N+](=O)[O-])n1)c1ccc(O)c(O)c1
12	O=C(Nc1ccc(S(=O)(=O)N2CCOCC2)cc1)C1COc2ccccc2O1 (stereo unspecified)
13	CCCN(C(=O)c1cc(CC)c(C)s1)c1c(N)n(Cc2ccccc2)c(=O)[nH]c1=O
14	Cc1ccc(OCCCCN2CCCCC2)c(C)c1
15	CCc1ccccc1NC(=S)N1CCNC(=O)C1CC(=O)OC (stereo unspecified)
16	COc1ccc2[nH]c(C(=O)O)c(NS(=O)(=O)c3ccc(F)cc3)c2c1
17	Cc1cc(C(=O)COC(=O)c2n[nH]c(=O)c3ccccc23)c(C)n1C
18	CCOc1ccc(CN(C)C(C)C(=O)NCc2ccccc2)cc1 (stereo unspecified)

Assay by compound	11	12	13	14	15	16	17	18
Pol kappa inh	u	1%	2%	-7%	-4%	3%	-23%	-6%
Pol iota inh	7.1µM*	u	20%	-2%	13%	25%	u	45%[activator]
G9a inh	8.9µM*	0%[59 µM]	7%[0.501 µM]	-11%	-20%	u	u	2%[2.33 µM]
Pol beta inh	u	3%	x	-14%	21%	32%	x	1%
Anesthetic bind	-13%	u	x	2%	-4%	1%	x	-7%
BLM helicase inh	-7%	-4%	x	0%	1%	-4%	x	-2%
BAZ2B block	79µM*	x	2%	0%	-14%	-19%	4%	-1%
APE1 inh	-15%	2%	14%	31%	-6%	24%	9%	22%
POLH inh	u	-13%	2%	-2%	4%	3%	2%	-4%

19	O=C(C(=O)N1CCCC1)c1c[nH]c2ccccc12
20	COc1cccc(NCc2cc(=O)oc3cc(-c4ccccc4)c(O)cc23)c1
21	O=C(NCCSc1ccccc1)c1ccc(Br)cc1
22	O=C(NCc1ccccn1)C(=O)N/N=C/c1ccc2c(c1)OCO2
23	COc1ccc(NC(=O)c2cc(-c3ccc(C)o3)nc3ccccc23)cc1OC
24	Cc1cc(NC(=O)CSc2nnc(-c3ccncc3)n2C)n(-c2ccccc2)n1

Assay by compound	19	20	21	22	23	24
Pol kappa inh	3%	-1%	-7%	15%	u	-8%
Pol iota inh	54%[activator]	-3%	9%	11%	u	178%[activator]
G9a inh	23%	1%	13%[59 µM]	5%	u	33%[59 µM]
Pol beta inh	30%	u	7%	0%	35µM*	35%
Anesthetic bind	-5%	u	-3%	-7%	-2%	-11%
BLM helicase inh	0%	2%	-5%	-1%	-17%	-6%
BAZ2B block	12%	-5%	28%	-22%	-31%	3%
APE1 inh	2%	2%	-3%	4%	-12%	u
POLH inh	-8%	-19%	-16%	-3%	u	-26%

25	Cc1cc2[nH]ncc2cc1NC(N)=S
26	CN(C)S(=O)(=O)c1cccc(C(=O)NCC(=O)NC2CCN(Cc3ccccc3)CC2)c1
27	COC(=O)C(NC(=O)c1ccccc1C(=O)O)c1ccc2ccccc2c1 (stereo unspecified)
28	Cc1ccc2nc(-c3cccnc3)cc(C(=O)Nc3ccc(F)cc3C)c2c1
29	CCCNC(=O)NC(=O)CSc1nnc(-c2ccncc2)n1CC
30	Cc1cc(N)ccc1N1CCCC1

Assay by compound	25	26	27	28	29	30
Pol kappa inh	-1%	-4%	9%	-15%	2%	0%
Pol iota inh	62%[activator]	0%	21%	147%[activator]	40%[activator]	u
G9a inh	11%	u	71µM*	13%[59 µM]	-13%[59 µM]	u
Pol beta inh	27%	2%	2%	36%	15%	97%
Anesthetic bind	4%	3%	-7%	-5%	-16%	u
BLM helicase inh	-2%	1%	-4%	-20%	-11%	-16%
BAZ2B block	-1%	-1%	-17%	-8%	8%	45µM*
APE1 inh	16%	6%	23%	15%	2%	2%
POLH inh	-12%	-6%	-12%	-23%	-14%	1%

With a hit mark in G9a inh, of those listed so far:
no.	smiles	Pol kappa inh	Pol iota inh	G9a inh	Pol beta inh	Anesthetic bind	BLM helicase inh	BAZ2B block	POLH inh
11	O=C(Cn1cnc([N+](=O)[O-])n1)c1ccc(O)c(O)c1	u	7.1µM*	8.9µM*	u	-13%	-7%	79µM*	u
27	COC(=O)C(NC(=O)c1ccccc1C(=O)O)c1ccc2ccccc2c1 (stereo unspecified)	9%	21%	71µM*	2%	-7%	-4%	-17%	-12%

(further entries)
31	COc1ccccc1/C(C)=N/Oc1cc(N)cc([N+](=O)[O-])c1
32	O=C(Cc1csc(N2CCOCC2)n1)N/N=C/c1ccc(Cl)cc1Cl
33	O=C(Cc1ccc(Cl)cc1)Nc1cccc(C(=O)Nc2ccccc2C(=O)O)c1
34	O=C1c2ccccc2-c2onc3c(N4CCN(C5CCCCC5)CC4)cc(NCCO)c1c23
35	CCc1ccc(N2CC(C(=O)NC3CCCCC3C)CC2=O)cc1 (stereo unspecified)
36	COc1ccc2nc(NC(=O)C3CCN(C(=O)c4ccc(F)cc4)CC3)sc2c1

Assay by compound	31	32	33	34	35	36
Pol kappa inh	-6%	-18%	-30%	-20%	-5%	-2%
Pol iota inh	-1%	10%	79%[activator]	21%	81%[activator]	2%
G9a inh	-1%[12.7 µM]	-38%[59 µM]	u	-43%[59 µM]	-1%[12.7 µM]	x
Pol beta inh	x	-2%	6%	57%	11%	15%
Anesthetic bind	x	u	5%	-3%	-2%	-7%
BLM helicase inh	x	-2%	-7%	-2%	-2%	-5%
BAZ2B block	u	u	-8%	32µM*	-2%	-12%
APE1 inh	8%	1%	-7%	x	93%[activator]	3%
POLH inh	-24%	-15%	u	0%	-19%	-7%

An excerpt from above in order of the Pol beta inh value, descending.
item	Molecule	Pol beta inh
2	NC(=O)c1ccccc1NC(=O)c1ccccc1Cl	28%
26	CN(C)S(=O)(=O)c1cccc(C(=O)NCC(=O)NC2CCN(Cc3ccccc3)CC2)c1	2%
18	CCOc1ccc(CN(C)C(C)C(=O)NCc2ccccc2)cc1 (stereo unspecified)	1%

(further entries)
37	O=C(CN1C=NS(=O)(=O)c2ccccc21)Nc1ccc(Br)cc1
38	CC(C)CSc1nc(N2CCOCC2)c2c(c1C#N)CC(C)(C)SC2
39	COc1cc(NC(=S)N(C)C)c(OC)cc1Cl
40	COc1ccc(C[C@H](N)C(=O)N[C@H]2[C@@H](O)[C@H](n3cnc4c(N(C)C)ncnc43)O[C@@H]2CO)cc1
41	CCN(C(=O)Cn1cnc2ccccc2c1=O)C1CCS(=O)(=O)C1 (stereo unspecified)

Assay by compound	37	38	39	40	41
Pol kappa inh	2%[60.1 µM]	-11%	11%	-14%	5%
Pol iota inh	35%[activator]	14%	21%	-10%	u
G9a inh	-2%[59 µM]	u	u	u	-8%
Pol beta inh	-24%	-9%	17%	x	x
Anesthetic bind	-6%	-1%	-10%	x	x
BLM helicase inh	-1%	-10%	-1%	x	x
BAZ2B block	3%	0%	-1%	-6%	10%
APE1 inh	x	-3%	-4%	-3%&-1%	2%
POLH inh	-14%	-15%	-9%	-5%	6%

Screening results (PubChem BioAssay)
